Source: PubChem (several laboratories)
ARFGAP1 inhibitor – inhibitors of rat ARFGAP1 GAP activity, primary screen, biochemical, fluorescence polarization, GDP tracer; Arfgap1-stimulated ARF1 GTP hydrolysis, GDP FP detection; 360,000 compounds, 0.26% hits; inhibition, % at 16.5 µM;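 active = inhibition above a per-plate limit, mean inhibition of low control wells plus 3 SD, cut at about 25% in these data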;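 also: 0% = DMSO wells with enzyme and 100% = wells lacking Arfgap1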
Target sequence (Q62848 1-136 limits assumed): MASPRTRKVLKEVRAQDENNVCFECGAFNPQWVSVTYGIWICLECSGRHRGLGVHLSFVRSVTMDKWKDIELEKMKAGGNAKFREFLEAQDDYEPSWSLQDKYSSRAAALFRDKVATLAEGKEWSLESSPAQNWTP
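Material: rat Arfgap1 catalytic domain, aa 1-136; also added: human ARF1(Δ1-17)-GTP substrate; compound dosing: one concentration, 16.5 µM, DMSO 1.26%; incubation: GTP hydrolysis reaction 2 h at 25 °C; measured by: Tracer-displacement fluorescence polarization with EDTA stop, 620/688 nm; evaluation: % inhibition from polarization; repeats: one replicate per compound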
PLC-gamma1 inh – PLC-gamma1 enzyme inhibitors, primary screen, biochemical, fluorescence, purified enzyme | 370,000 compounds, 0.84% hits | inhibition, % at 12.2 µM | fluorogenic substrate; in the data active = inhibition above about 9.5%
Tn7 DDE FP – inhibitors of Tn7 peptide binding to fibrin DD(E), primary screen, biochemical, fluorescence polarization, human fibrin, Tn7 probe; FP displacement of FITC-Tn7 peptide from fibrin DD(E); 0% = median of compound wells per plate; Fibrinogen beta chain (Homo sapiens), P02675; inhibition, % at 8.3 µM; 370,000 compounds, 0.13% hits;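 active = inhibition above the mean of compounds falling within the control limits plus 3 SD of them, cut at about 14% in these data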;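 also: 0% = plate median of compound wells and 100% = 10 µM Aha-Tn7 peptide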
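Also added: labelled Tn7 tracer, 0.1 µM; Assay system: human fibrin DD(E) protein; Amount: 2 µM fibrin DD(E); Schedule: 10 min compound pre-incubation, 3 h probe incubation at room temperature; Repeats: one replicate per compound; Read-out basis: percent inhibition; Measured by: fluorescence polarization of the labelled Tn7 tracer.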
DDE Tn6 FP inh – inhibitors of Tn6 peptide binding to fibrin DD(E), primary screen, biochemical, fluorescence polarization, human fibrin, Tn6 probe; Fibrinogen beta chain (Homo sapiens), P02675; Fibrin DD(E) TRITC-Tn6 fluorescence polarization displacement; inhibition, % at 8.3 µM; 370,000 compounds, 0.21% hits;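 active = inhibition above a per-campaign cutoff: mean of compounds within control limits plus 3 SD, cut at about 15% in these data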;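 also: 0% = median of all compound wells on the plate and 100% = blocking peptide control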
UHRF1 binding – UHRF1 methylated DNA binding inhibitors, primary screen, counter-screen for MBD2 inhibitor project, biochemical, TR-FRET, human UHRF1, single concentration; inhibition, % at 4.4 µM; 370,000 compounds, 0.75% hits; AID 687016, 2013; E3 ubiquitin-protein ligase UHRF1 (Homo sapiens), Q96T88; UHRF1 binding to methylated oligo; in the data active = inhibition above about 21%;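 also: UHRF1 SRA domain binding a hemimethylated CpG hairpin DNA probe; 0% = median of test compound wells and 100% = reference inhibitor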
PLCb3 inh – human PLC-beta3 inhibitors, primary screen, biochemical, fluorescence; AID 720704, 2013; 370,000 compounds, 0.18% hits; 1-phosphatidylinositol 4,5-bisphosphate phosphodiesterase beta-3 (Homo sapiens), Q01970; Purified PLC-beta3, fluorogenic substrate; inhibition, % at 12.2 µM; in the data active = inhibition above about 11%;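 also: 0% = median of compound wells on plate and 100% = full blocker control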
KLK7 zymogen act – proKLK7 zymogen activators, primary screen, biochemical, fluorescence intensity; Kallikrein-7 (Homo sapiens), P49862; purified proKLK7, EDANS-DABCYL substrate fluorescence; 100% is mature enzyme control, 0% vehicle; activation, % at 7 µM; 370,000 compounds, 0.9% hits;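 active = activation above the mean of all tested compounds plus 3 SD, computed per campaign excluding outliers beyond control limits, cut at about 13% in these data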
Target sequence (P49862 whole entry, looked up): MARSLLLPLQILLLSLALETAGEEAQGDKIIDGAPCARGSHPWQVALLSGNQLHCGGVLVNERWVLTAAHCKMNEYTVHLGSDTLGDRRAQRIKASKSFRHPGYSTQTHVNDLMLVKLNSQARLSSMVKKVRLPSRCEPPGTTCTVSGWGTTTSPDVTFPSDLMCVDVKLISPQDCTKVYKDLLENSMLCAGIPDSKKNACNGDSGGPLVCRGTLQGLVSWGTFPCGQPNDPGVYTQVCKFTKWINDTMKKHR
sPLA2-III inh – human group III sPLA2 inhibitors, primary screen, biochemical, QFRET, BODIPY PC-A2 liposome substrate; inhibition, % at 12.2 µM; 370,000 compounds, 0.56% hits; AID 743126, 2013; QFRET BODIPY PC-A2 liposome hydrolysis, fluorescence;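 active = inhibition above mean plus 3 SD of compounds lying within the high and low control bounds, cut at about 19% in these data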;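 also: 0% = median of test compound wells and 100% = no enzyme DMSO wells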
ASAP1 inh – inhibitors of human ASAP1 ArfGAP activity, primary screen, biochemical, fluorescence polarization; Arf-GAP with SH3 domain, ANK repeat and PH domain-containing protein 1 (Homo sapiens), …; ASAP1-stimulated ARF1 GTP hydrolysis, GDP FP detection; inhibition, % at 16.5 µM; 360,000 compounds, 0.19% hits; AID 624377, 2012; in the data active = inhibition above about 25%;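 also: 0% = vehicle with enzyme and substrate and 100% = no enzyme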
Target sequence (Q9ULH1 325-724 limits assumed): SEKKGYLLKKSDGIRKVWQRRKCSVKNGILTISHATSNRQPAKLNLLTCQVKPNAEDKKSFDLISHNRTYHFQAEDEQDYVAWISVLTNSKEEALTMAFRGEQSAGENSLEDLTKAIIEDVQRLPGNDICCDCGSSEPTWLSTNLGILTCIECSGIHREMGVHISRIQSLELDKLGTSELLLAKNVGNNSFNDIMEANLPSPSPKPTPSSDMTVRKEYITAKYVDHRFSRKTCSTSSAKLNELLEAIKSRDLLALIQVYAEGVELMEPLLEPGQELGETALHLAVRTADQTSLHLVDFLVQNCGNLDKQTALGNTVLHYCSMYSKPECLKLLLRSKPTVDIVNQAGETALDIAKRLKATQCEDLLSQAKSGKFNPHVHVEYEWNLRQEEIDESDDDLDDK
Rev-erbA mod – modulators of Rev-erb alpha DNA binding, primary screen, biochemical, FITC-DNA, fluorescence polarization, uHTS; AID 1259318, 2017; 370,000 compounds, 0.79% hits; Nuclear receptor subfamily 1 group D member 1 (Homo sapiens), P20393; activity, % at 10 µM; Rev-erbα–FITC-DNA binding, 90 min;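 active = activity above about 14%, limit read from the data; passing the limit was not always enough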;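 also: 0% = DMSO wells with 35 nM protein and 100% = DMSO wells with 750 nM protein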
* = called active by the depositor; / = no result given.

canonical_smiles | ASAP1 inh | PLC-gamma1 inh | KLK7 zymogen act | ARFGAP1 inhibitor | sPLA2-III inh | Rev-erbA mod | DDE Tn6 FP inh | Tn7 DDE FP | PLCb3 inh | UHRF1 binding
CCCCCc1ccc(CC(=O)N2CCOCC2)cc1 | 4 | 0 | -0.1 | 17 | -3 | 6 | -3 | -7 | -1 | 4
COc1ccc(-c2csc(NCCc3nc4cc(C(=O)NCCCO)ccc4n3Cc3ccc(C)cc3)n2)cc1 | -5 | 1 | -0.4 | 0 | -1 | 8 | 1 | 8 | -2 | 0
COc1ccc(C(=O)C2CCCN(C(=O)c3cccc(Cn4cccn4)c3)C2)cc1F (stereo not given) | -2 | -2 | 0.5 | 13 | 8 | 7 | 3 | 1 | -6 | 2
O=P(O)(CCc1ccccc1)C(O)c1ccccc1 (stereo not given) | 6 | 9 | 0.1 | 5 | 6 | 3 | 2 | -7 | 5 | 2
COc1cccc(C(=O)Nc2nnc(CCS(=O)(=O)c3ccc(C)cc3)s2)c1 | 3 | -4 | 0.5 | 6 | 6 | -5 | 4 | 1 | -10 | 1
CCCCNC(=O)Oc1cccc(N2CCCC2=O)c1 | -8 | -1 | 0.2 | 15 | -2 | 4 | 3 | 7 | 5 | 0
COc1ccccc1NC(=O)N1CCCC1C(=O)NCc1ccc(F)cc1 (stereo not given) | -6 | 1 | 0.0 | 8 | -1 | 1 | -4 | -5 | -67 | -1
CCN1C(=S)SC(=O)C1=C1C=C(C)N(Cc2ccco2)C(C)=C1 | 5 | -13 | 0.3 | -5 | 6 | -1 | 2 | -2 | -16 | -7
C=CCn1c(SCc2c(C(=O)OC)sc(N)c2C(=O)OC)nnc1-c1ccc(Br)cc1 | 4 | 8 | 0.5 | 0 | -10 | -5 | -1 | -1 | 8 | 0
Cc1ccc(S(=O)(=O)N(CC(=O)NCc2ccccn2)c2ccc(Cl)cc2)cc1 | 0 | -1 | 0.0 | 3 | -7 | 4 | 7 | -4 | -2 | -1
CCCC(=O)Nc1ccc(C(=O)NCC(=O)OCC)cc1 | -1 | 0 | -0.1 | 6 | 3 | -3 | -4 | -2 | -1 | 3
O=C(CCCCC(=O)N1CCOCCOCCOCC1)OCc1ccccc1 | -7 | 3 | 0.1 | -6 | 2 | -3 | 2 | 4 | -4 | 1
c1ccc(CCc2ccccc2-c2nc(-c3cccnc3)no2)cc1 | 0 | 3 | 0.5 | 20 | -10 | 2 | 4 | 4 | -1 | 5
Cn1c(=O)c2c(-c3ccccc3)n(-c3cc([N+](=O)[O-])ccc3O)cc2n(C)c1=O | 5 | 0 | -0.2 | 4 | 2 | 4 | -3 | 1 | -2 | -3
CC(=O)N1CCc2cc(S(=O)(=O)CCC(=O)N(C)Cc3ccco3)ccc21 | -1 | 0 | 0.5 | 3 | 0 | 6 | 9 | -3 | -5 | 0
CCNC(=O)C1(C)CCN(Cc2cccc(C(F)(F)F)c2)C1 (stereo not given) | -2 | -2 | 0.2 | -15 | -6 | 3 | 4 | -4 | 3 | -1
O=C(NNS(=O)(=O)c1ccc2ccccc2c1)NC1CCCCC1 | 2 | -3 | -0.3 | -5 | -15 | -4 | -7 | 6 | -1 | 0
CC(C)C(=O)Oc1ccc(CO)cc1[C@H](CCN(C(C)C)C(C)C)c1ccccc1 | / | 3 | 0.4 | / | -4 | -5 | -4 | -7 | 3 | -1
Cc1[nH]c(=O)[nH]c(=O)c1/C=C/C(=O)OCC(C)C | 7 | -2 | -0.4 | 6 | -1 | 2 | 2 | 2 | 2 | -1
Cc1nn(CC(=O)NCCCN2CCCC2)c(=O)c2nn(-c3ccccc3)c(C)c12 | -1 | 2 | 0.2 | 7 | 7 | -3 | -2 | -4 | -1 | 0
COC/C=C/C1=CC2=CC(=O)C(C)(OC(=O)c3cnc4ccccc4n3)C(=O)C2=CN1CCCCO (stereo not given) | 7 | -8 | 0.9 | -14 | 4 | -2 | 8 | 4 | -10 | -4
CCC(=NCc1ccco1)c1c(C(F)(F)F)[nH]n(-c2nc3ccccc3s2)c1=O | -12 | -3 | 0.1 | 1 | -8 | -5 | 3 | 6 | -1 | -3
O=C1C=C(Nc2ccccc2O)c2ccccc2C1=O | 3 | -32 | 1.2 | -4 | -8 | / | 10 | 8 | -38 | -8
CCOC(=O)CSc1nc2cc3c(cc2cc1C#N)OCO3 | -11 | -60 | 4.9 | 11 | 0 | 66* | -9 | -3 | -68 | -2
CCOc1ccccc1NS(=O)(=O)c1ccc2c(c1)N(C)CCO2 | 6 | 1 | 0.2 | 5 | 4 | 2 | 6 | -6 | -9 | 0
Cc1ccc(N(C)S(=O)(=O)c2c(C)noc2/C=C/N(C)C)cc1 | 4 | -5 | -0.1 | -13 | 12 | 3 | -2 | 6 | -10 | -2
Cc1ccc(NC(=O)CNC(=O)c2cccs2)cc1S(=O)(=O)Nc1ccc(Cl)cc1 | 2 | 3 | 0.7 | 20 | -40 | 10 | -2 | -7 | 1 | 0
CC(NC(=O)C(=O)N1CCOCC1)C(c1cccs1)N1CCN(c2ccc(F)cc2)CC1 (stereo not given) | -1 | -1 | 0.6 | -15 | 7 | -6 | 2 | 5 | -7 | -4
COC(=O)C[C@H]1CC[C@@H]2[C@H](COc3ccc(NC(=O)c4ccccc4OC)cc3C(=O)N2C)O1 | / | 6 | -0.9 | / | 8 | 3 | 4 | 2 | 1 | 2
COc1ccc(C(=O)COC(=O)c2cccnc2Cl)c(OC)c1 | -4 | -3 | -0.3 | -19 | -2 | 1 | -5 | -1 | -7 | -1

The list goes on:
canonical_smiles | ASAP1 inh | PLC-gamma1 inh | KLK7 zymogen act | ARFGAP1 inhibitor | sPLA2-III inh | Rev-erbA mod | DDE Tn6 FP inh | Tn7 DDE FP | PLCb3 inh | UHRF1 binding
Cc1cc(C)cc(NC(=O)CN2C(=O)NC(C)(c3ccccc3)C2=O)c1 (stereo not given) | 1 | -2 | 0.5 | 1 | -12 | -3 | 5 | -2 | 1 | -2
Cc1nnc(OCC(=O)NCCC2=CCCCC2)c2ccccc12 | -3 | 1 | -0.5 | -18 | -3 | -3 | 9 | -5 | 4 | -4
CCOC(=O)c1cncc(C(=O)O)c1 | -3 | 7 | 0.1 | -5 | 3 | 1 | 0 | 4 | 3 | 2
CS(=O)(=O)c1ccc(C(=O)NNC(=O)c2ccccc2-n2cccc2)cc1 | -6 | 1 | 0.3 | 15 | -1 | -1 | -3 | 2 | -4 | -1
CS(=O)(=O)N1CCN(c2ccccc2NC(=O)c2ccco2)CC1 | 0 | 5 | 0.2 | -7 | -6 | -2 | -7 | 0 | 1 | 4
Nc1ccnn1Cc1ccncc1 | 9 | -1 | -0.3 | -20 | 1 | -1 | 2 | 0 | 1 | -1
Cc1ccc(-c2ccc(C(=O)O)c(C)n2)cc1 | -3 | -1 | 0.6 | -8 | 6 | -4 | 10 | 2 | 0 | -1
Cc1ccc(C)c(C(=O)N(Cc2nc(-c3ccc(Cl)cc3)no2)C(C)C)c1 | -17 | 5 | 0.5 | -6 | -7 | -8 | 8 | 0 | 7 | 2
C=CC[n+]1c(-c2ccc(C)cc2)csc1Nc1c(C)n(C)n(-c2ccccc2)c1=O | -7 | 1 | 0.0 | -15 | 12 | -5 | 9 | 0 | 0 | 1
Cc1ccc(C(=O)Cn2c(=N)n(N)c3ccccc32)cc1 | -4 | -3 | -0.2 | 6 | -4 | 12 | -2 | -14 | -8 | 0
CCC(OC(=O)c1ccco1)C(=O)NCc1ccc2c(c1)OCO2 (stereo not given) | 13 | 3 | 0.0 | 3 | -2 | 6 | 4 | 1 | -5 | 1
O=C(CCNC(=O)c1ccccc1Cl)Nc1ccc(S(=O)(=O)N2CCOCC2)cc1 | -3 | 2 | 0.6 | 10 | 0 | -9 | 2 | 1 | 4 | -3
CC1CCN(S(=O)(=O)c2ccccc2)CC1 | -10 | 0 | -0.7 | -5 | -2 | -3 | 2 | -3 | -7 | 0
COc1cc(C(=O)NNC(=O)C2CCCC2)cc(OC)c1OC | -2 | 1 | 0.2 | 3 | -3 | -2 | -6 | 0 | -1 | -1
O=C(NN1C(=O)C2C3C=CC(C3)[C@H]2C1=O)c1cccnc1 (stereo not given in full) | -8 | -2 | -0.2 | -8 | -7 | -3 | 2 | -2 | 2 | -5
CCc1ccc2[nH]c(=O)c(CN(CCN3CCCC3)C(=O)NC3CCCCC3)cc2c1 | 7 | -3 | -0.2 | 10 | -3 | 4 | -3 | -4 | -7 | 1
Nc1cc(Cl)ccc1C(=O)OCC(=O)NCc1cccs1 | 0 | -127 | 1.5 | -9 | -3 | 1 | 8 | -4 | -176 | -1
O=C(C[C@H]1C[C@H](C(=O)N2CCOCC2)[C@@]2(CCC3CCCC3)c3[nH]c4cc(-c5ccco5)ccc4c3CCN2C1=O)NCCCn1ccnc1 | -3 | -309 | -5.7 | -10 | -25 | -5 | 3 | -5 | -451 | 3
CCCCC(=O)Nc1ccc(C(=O)NCCN2CCOCC2)cc1 | -9 | 0 | 0.4 | -3 | 2 | 2 | 1 | -2 | -4 | 0
CCOc1ccc(CN2CCN(C/C=C/c3ccc(OC)cc3)CC2CCO)cc1 (stereo not given) | 2 | 4 | -0.3 | 3 | -8 | 1 | 0 | 5 | 1 | 4
C=C(C)C(=O)N1CC2(CC(c3cccc(NC(=O)CC(c4ccccc4)c4ccccc4)c3)=NO2)C[C@H]1C(N)=O (stereo not given in full) | 20 | 1 | 1.0 | 3 | -29 | 5 | 15* | 4 | 2 | -3
COc1cccc(C(O)c2ncc(-c3cccc(C(F)(F)F)c3)[nH]2)c1 (stereo not given) | -5 | 1 | 0.6 | 9 | -17 | 3 | 2 | -4 | 10 | 1

As entered above:
ASAP1 inh result of `Nc1cc(Cl)ccc1C(=O)OCC(=O)NCc1cccs1` is entered as 0
PLC-gamma1 inh result of `CCOc1ccccc1NS(=O)(=O)c1ccc2c(c1)N(C)CCO2` is entered as 1
